Source: PubChem
Scp1 inh = Scp-1 (human) phosphatase inhibition; Q9GZU7; Recombinant Scp1, phosphopeptide, malachite green phosphate absorbance; inhibition, % at 20 µM; actives 0.88% (n = 340,000); AID 493091;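 active = inhibition above about 50% at 20 µM, limit read from the data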;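 also: plate controls were DMSO wells with enzyme for no effect and wells lacking enzyme for full effect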
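Material: truncated SCP-1 phosphatase (76-261aa) / Buffer or medium: 50 mM Tris acetate pH 5.5, 0.005% Tween-20, 10 mM MgCl2 / Compound dosing: one concentration, 20 µM, with 1.0% DMSO / Incubation: 45 min room-temperature reaction, 5 min colour, 30 min stabiliser / Detection: colorimetric free-phosphate detection, absorbance 630 nm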
SKN-1 block = blocks SKN-1 activity in C. elegans. C. elegans VP596 Pgst-4::GFP/RFP ratio, acrylamide-induced, 24 h. inhibition, % at 21.8 µM. actives 0.49% (n = 360,000). AID 624304;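 active = interference check ratio from 0.5 to 1.5 plus GFP to RFP signal ratio inhibition reaching or exceeding a fixed threshold, cut at about 30% in these data, passing the limit was not always enough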; also: some compounds called inactive have numbers as strong as hits
STEP block = inhibitors of human striatal-enriched phosphatase STEP; actives 0.25% (n = 360,000); inhibition, % at 20 µM; AID 588621; recombinant STEP, OMFP fluorogenic substrate, fluorescence; P54829;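 active = inhibition at 20 µM, scaled per plate between control wells, above about 37%, limit read from the data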;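 also: 0% = DMSO with enzyme and substrate and 100% = substrate only without enzyme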
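System: isolated STEP enzyme; schedule: 20 min enzyme reaction at room temperature, protected from light; medium: Bis-Tris buffer pH 6.0, 2.5 mM DTT, 0.005% Tween 20; signal: fluorescence, 480/540 nm; dosing: single compound dose of 20 µM, 1% DMSO final; also added: OMFP substrate, 25 µM final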
Neddyl block = inhibitors of human cullin neddylation | P61081+Q13564 | TR-FRET cullin neddylation, biochemical | calls only at 25 µM | actives 0.58% (n = 360,000); in the data active = inhibition above about 36%
Target sequence (P61081 whole entry, looked up): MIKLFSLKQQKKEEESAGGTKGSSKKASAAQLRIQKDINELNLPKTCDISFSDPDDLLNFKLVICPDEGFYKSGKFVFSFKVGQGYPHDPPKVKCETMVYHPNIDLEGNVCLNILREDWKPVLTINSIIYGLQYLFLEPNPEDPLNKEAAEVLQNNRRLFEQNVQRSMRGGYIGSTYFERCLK
Target sequence (Q13564 whole entry, looked up): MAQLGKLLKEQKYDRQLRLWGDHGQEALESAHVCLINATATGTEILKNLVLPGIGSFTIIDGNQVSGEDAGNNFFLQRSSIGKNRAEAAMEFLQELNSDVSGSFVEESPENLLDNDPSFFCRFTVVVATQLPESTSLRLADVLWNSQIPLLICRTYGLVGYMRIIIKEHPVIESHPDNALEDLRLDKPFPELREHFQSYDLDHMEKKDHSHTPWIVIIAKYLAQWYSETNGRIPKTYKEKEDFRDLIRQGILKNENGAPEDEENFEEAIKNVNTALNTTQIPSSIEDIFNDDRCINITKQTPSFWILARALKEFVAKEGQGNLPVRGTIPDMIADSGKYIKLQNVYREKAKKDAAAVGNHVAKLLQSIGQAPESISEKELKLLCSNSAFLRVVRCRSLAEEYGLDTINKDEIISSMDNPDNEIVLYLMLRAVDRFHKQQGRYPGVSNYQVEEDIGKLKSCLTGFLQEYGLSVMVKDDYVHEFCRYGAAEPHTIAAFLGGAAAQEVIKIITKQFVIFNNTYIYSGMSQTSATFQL
NadD inh = blocks S. aureus nicotinate mononucleotide adenylyltransferase; purified NadD enzyme, colorimetric absorbance read-out; inhibition, % at 20 µM; actives 0.78% (n = 360,000); AID 602399; in the data active = inhibition above about 26%; also: some compounds past the cut are filed as inactive
NRP1-CendR mod = alters CendR peptide binding to human NRP-1; O14786; FAM-RPARPAR peptide binding to NRP-1, fluorescence polarization; inhibition, % at 25 µM; actives 0.85% (n = 360,000); AID 602438;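 active = inhibition or corrected inhibition above about 18%, plus a signal ratio from 0.5 to 1.5, limit read from the data, passing the limit was not always enough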; also: strong numbers were not always called active
DNMT1 inh = inhibitors of human DNMT1 | DNMT1 molecular beacon, Hinp1I cleavage, fluorescence | inhibition (reported as % activation of signal), % at 10 µM | actives 0.83% (n = 360,000) | P26358; in the data active = inhibition above about 50%
LMPTP inh = blocks human LMPTP phosphatase | recombinant LMPTP-A, OMFP fluorogenic substrate, fluorescence intensity | inhibition, % at 20 µM | actives 0.22% (n = 360,000) | AID 651560 | P24666;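 active = compounds that cut the enzyme signal by at least half of the control window in the single-dose screen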;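 also: plate controls were DMSO wells with enzyme plus substrate for no effect and substrate without enzyme for full effect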
Target sequence (P24666 whole entry, looked up): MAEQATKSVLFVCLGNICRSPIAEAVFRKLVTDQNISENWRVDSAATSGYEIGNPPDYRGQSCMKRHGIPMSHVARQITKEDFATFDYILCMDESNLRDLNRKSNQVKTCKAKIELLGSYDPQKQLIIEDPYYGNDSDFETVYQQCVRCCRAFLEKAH
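Assay system: LMPTP-A enzyme. Input: 0.625 nM LMPTP-A final. Probe or stimulus: 400 µM OMFP. Compound dosing: single 20 µM dose. Schedule: 50 min dark incubation at room temperature. Detection: fluorescence intensity of OMFP turnover product. Read-out: percent inhibition versus substrate-only and uninhibited controls. Benchmarks: no-enzyme low control, uninhibited high control.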
Tb MetRS inh = blocks T. brucei methionyl-tRNA synthetase activity | inhibition, % at 11.9 µM | actives 0.4% (n = 360,000) | AID 624268 | purified T. brucei MetRS, ATP depletion, Kinase-Glo luminescence;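 active = inhibition above a per-plate cutoff of the control wells' mean inhibition plus 3 SD, cut at about 5.5% in these data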;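 also: 0% = DMSO wells median and 100% = median of wells with control inhibitor compound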
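Assay system: T. brucei methionyl-tRNA synthetase, purified | Medium: HEPES buffer with MgCl2, KCl, DTT, spermine, BSA, pyrophosphatase | Compound: 11.9 µM single point | Incubation: 15 min enzyme-compound preincubation, 2 h reaction, 10 min detection, 25 °C | Measured by: Kinase-Glo luciferase luminescence reporting remaining unconsumed ATP | Measure: % inhibition normalized to control-well medians | Replication: Singlicate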
SUMO1 PPI mod = modulators of human SUMO1-mediated protein-protein interactions | actives 0.33% (n = 360,000) | P63165 | inhibition, % at 20 µM | AID 602429 | SUMO1 binding to a labelled peptide, TR-FRET, 1 h; in the data active = inhibition above about 37%
Target sequence (P63165 whole entry, looked up): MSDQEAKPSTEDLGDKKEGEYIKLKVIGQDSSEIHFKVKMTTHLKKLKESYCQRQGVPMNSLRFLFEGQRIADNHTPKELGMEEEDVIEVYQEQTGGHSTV
The depositor's hits bear a star; i = inactive; . = no result given.

SMILES	Scp1 inh	SKN-1 block	STEP block	Neddyl block	NadD inh	NRP1-CendR mod	DNMT1 inh	LMPTP inh	Tb MetRS inh	SUMO1 PPI mod
O=C(CSc1nnc(COc2ccccc2Cl)o1)NC(=O)NC1CCCC1	-6	2	-3	i	2	4	0	0.7	-0.6	-4
CCOC(=O)c1cnn(CCOC(=O)c2ccc(OC)cc2)c1NC(=O)c1ccc(OC)cc1	-2	-14	1	i	-3	-8	-3	1.0	-1.3	0
COc1ccc(N(CC(=O)N/N=C(\C)c2ccc(OC)c(OC)c2)S(=O)(=O)c2ccccc2)cc1	-10	16	-2	i	-1	9	9	-1.0	-0.1	1
CN(Cc1ccccc1)C(=O)CSc1nnc(-c2ccco2)n1-c1ccccc1	-11	-4	-5	i	0	0	0	-0.4	-0.5	4
COc1ccccc1C(=O)N1CCN(c2ccc(N3CCOCC3)nn2)CC1	-6	-1	1	.	-3	14	4	-0.7	0.2	-6
CC1CCC(C(C)C)C(=O)/C1=C/c1ccc(N)cc1 (stereo not drawn)	-4	4	0	i	-4	-1	-3	2.2	0.6	-9
CC(=O)N1c2ccc(S(=O)(=O)N3CCC(C(=O)NC4CCCCC4C)CC3)cc2CC1C (stereo not drawn)	-3	-2	-3	i	1	21*	3	-1.6	0.4	1
Cc1cccc2sc(NNC(=O)C3=COCCO3)nc12	-6	-2	-1	i	-1	6	5	-0.9	-1.1	3
O=C(CSc1ccc(-c2ccccn2)nn1)N1CCc2ccccc21	2	1	0	i	0	-3	0	0.4	-0.5	-12
CCOC(=O)CCCNC(=O)CN1CCC(c2nc3ccccc3s2)CC1	-4	6	0	i	-4	-1	0	-0.5	-0.4	1
Nc1nonc1NC(=O)CSc1ncccc1C(=O)O	-7	13	-1	i	-5	12	3	-1.2	-0.4	3
CC(C)[N+](C)(C)CC(O)CN(c1ccccc1)c1ccccc1 (stereo not drawn)	8	2	-2	i	8	-2	1	0.1	-0.2	-2
Cc1ccnc(SC2CC(=O)N(c3ccccc3)C2=O)n1 (stereo not drawn)	.	-6	-2	i	1	-4	2	-1.0	-0.4	1
CN(CC(=O)Nc1cccc(S(=O)(=O)N(C)c2ccccc2)c1)Cc1cccs1	.	9	-2	i	-5	2	-3	0.8	-0.1	-1
COC(=O)c1sc(NC(=O)COc2ccc(OC)cc2)nc1C	3	3	-1	i	4	-20	2	1.2	-0.7	-3
Cc1ccc2nc(N(CCCN(C)C)C(=O)c3ccc(S(=O)(=O)N4CCc5ccccc5C4)cc3)sc2c1	3	5	5	i	9	10	4	-1.1	-0.4	-12
COc1ccc(N2CCN(C(=S)Nc3ccc(C)cc3)CC2)cc1	-8	10	3	i	-5	3	-1	0.9	-1.0	0
Cn1c(=O)c2c(nc(CN3CCCCC3)n2CCCc2ccccc2)n(C)c1=O	8	28	-2	i	6	0	4	0.3	-0.5	0
Cc1c(NC(=S)NC(=O)c2cccc(Br)c2)c(=O)n(-c2ccccc2)n1C	6	11	0	i	-2	-5	4	-2.6	0.2	0
N/C(=N\OC(=O)/C=C/c1ccccc1)c1ccc(Cl)cc1	-7	25	-1	i	-2	-2	4	-0.5	-0.5	-5
CCOc1ccccc1CNC(=O)c1c([N+](=O)[O-])c(C)nn1C	-5	-3	-1	i	-3	2	-5	0.0	-0.2	-7
CC(C)Oc1cccc(C(=O)Nc2ccc(N3CCN(S(C)(=O)=O)CC3)cc2)c1	3	-3	2	i	1	0	13	-0.8	-0.5	0
COc1cccc(N2C(=O)CN(Cc3ccc(OC)c(OC)c3)C2=S)c1	1	-6	-2	i	-5	14	-2	-1.9	-0.8	-4
Cc1ccc(NC(=O)c2ccc3c(c2)C(=O)N(c2ccccc2C)C3=O)nc1	0	-10	-5	i	-3	6	80*	0.9	-0.3	-33
O=C(OC(C(=O)NCc1cccs1)c1ccc(F)cc1)c1ccco1 (stereo not drawn)	-1	5	-1	i	-7	-3	-4	-0.5	0.8	2

5 records drawn at random from the list so far:
SMILES	Scp1 inh	SKN-1 block	STEP block	Neddyl block	NadD inh	NRP1-CendR mod	DNMT1 inh	LMPTP inh	Tb MetRS inh	SUMO1 PPI mod
COC(=O)c1sc(NC(=O)COc2ccc(OC)cc2)nc1C	3	3	-1	i	4	-20	2	1.2	-0.7	-3
CN(CC(=O)Nc1cccc(S(=O)(=O)N(C)c2ccccc2)c1)Cc1cccs1	.	9	-2	i	-5	2	-3	0.8	-0.1	-1
Nc1nonc1NC(=O)CSc1ncccc1C(=O)O	-7	13	-1	i	-5	12	3	-1.2	-0.4	3
N/C(=N\OC(=O)/C=C/c1ccccc1)c1ccc(Cl)cc1	-7	25	-1	i	-2	-2	4	-0.5	-0.5	-5
O=C(CSc1ccc(-c2ccccn2)nn1)N1CCc2ccccc21	2	1	0	i	0	-3	0	0.4	-0.5	-12

New compounds follow
SMILES	Scp1 inh	SKN-1 block	STEP block	Neddyl block	NadD inh	NRP1-CendR mod	DNMT1 inh	LMPTP inh	Tb MetRS inh	SUMO1 PPI mod
COc1ccc(C(=O)NNC(=O)COc2ccc(Cl)cc2C)cc1S(=O)(=O)N1CCOCC1	-4	2	2	i	-4	17	1	-0.2	-0.2	1
C=CCn1c(COc2ccccc2)nnc1SCC(=O)C(C)(C)C	-1	22	0	i	0	-12	8	-1.0	-0.7	2
CCCCCC(=O)Nc1ccc2oc(-c3cncc(Br)c3)nc2c1	-2	2	2	i	7	-12	8	-2.0	-0.6	-4
O=[N+]([O-])c1nn(-c2ccc3c(c2)OCCO3)n(O)c1=NC1CCCCC1	-2	-7	1	i	7	6	-1	0.1	-0.5	-32
CC1=C(C(=O)Nc2ccc(C(=O)NCCCN3CCCCC3C)cc2)SCCO1 (stereo not drawn)	.	4	0	i	-2	-9	-3	-0.8	0.1	-18
COc1ccc(/C=N/NC(=O)c2cccc([N+](=O)[O-])c2)cc1OC(=O)c1ccc(C)cc1	-6	4	3	i	14	5	-5	1.7	-0.4	-2
Clc1ccc(-c2nnc3sc(Cc4cccs4)nn23)cc1	-1	8	-2	i	3	-8	2	2.1	-0.7	-4
NC(N)=N/N=C/c1ccc(OS(=O)(=O)c2ccccc2)cc1	-1	-4	8	i	-3	1	1	2.1	-0.7	-8
Cc1ccc(CN2CCN(Cc3nc4ccccc4nc3C)CC2CCO)cc1 (stereo not drawn)	-7	-7	-1	i	-5	-11	1	-0.4	-0.9	-5
O=C(O)CCCN1C(=O)c2ccc(C(=O)c3cccc([N+](=O)[O-])c3)cc2C1=O	1	-6	-1	i	-6	2	0	-1.2	-1.2	-11
Cc1ccc(NC(=O)CSc2nnnn2C)cc1S(=O)(=O)N1CCCCC1	.	8	4	i	-3	4	0	-1.7	-0.2	8
O=C(CN(c1ccccc1)S(=O)(=O)c1ccccc1)N/N=C/c1ccco1	-5	12	0	i	-1	-18	1	-0.7	0.6	-3
O=[N+]([O-])c1ccccc1C1Nc2cccc3cccc(c23)N1	8	0	1	i	9	17	-11	9.6	-0.3	16
O=C(Nc1cnn(C23CC4CC(CC(C4)C2)C3)c1)c1cc(-c2ccccc2)on1	-8	-2	-3	.	3	-4	-4	5.3	-0.6	0
CCC1=NN2C(=N)/C(=C\c3cccn3-c3cccc(Cl)c3)C(=O)N=C2S1	-1	20	3	i	18	-27	9	3.6	0.9	-11
COc1cccc(CNc2nc3cc(-c4ccc(F)cc4)sc3c(=O)n2C)c1OC	.	5	2	i	6	-4	-5	3.6	-0.4	-9
CO[C@H]1CN(C)C(=O)c2cc(NC(=O)c3cc(C)on3)ccc2OC[C@@H](C)N(C(=O)C2CC2)C[C@H]1C	.	-6	.	i	.	13	.	0.6	-0.4	5
COCCNC(=O)C(c1ccc(F)cc1)N(CC1CCCO1)C(=O)CCC(=O)Nc1ccccn1 (stereo not drawn)	-14	17	-4	i	-3	-9	-1	-1.7	-0.8	-1
O=S(=O)(c1ccc(Cl)cc1)N1CCC(O)(c2cccnc2)CC1	-7	-7	-2	i	4	-3	2	1.5	-1.1	-5
O=C(N1CCCC1)N1CCN(S(=O)(=O)c2ccccc2)CC1	-9	7	-2	i	2	-4	4	-1.4	-0.6	5
COC(=O)c1c(NC(=O)COC(=O)CCNS(=O)(=O)c2ccc(NC(C)=O)cc2)sc(C)c1C	-2	22	1	i	-3	-3	0	0.6	-0.2	3
COc1ccc(C2CC(=O)c3sc(N)nc3C2)cc1 (stereo not drawn)	-7	-4	3	i	-1	-4	-5	1.1	0.5	-10
CC1CCc2[nH]c3ccc(C(=O)O)cc3c2C1 (stereo not drawn)	-5	5	5	i	1	-4	1	-0.4	-0.3	6
COCC1CCN(C(=O)CCc2nnc(C3(c4ccc(Cl)cc4)CCC3)o2)CC1	2	-32	-3	i	-5	-22	8	0.3	-0.8	2
CCc1ccc2[nH]c(=O)c(CN(CCN(C)C)C(=S)NCc3ccco3)cc2c1	-5	0	2	i	37*	-32	-11	2.6	-0.6	0

Part of the list above, as a markdown table:
| structure | Scp1 inh | SKN-1 block | STEP block | Neddyl block | NadD inh | NRP1-CendR mod | DNMT1 inh | LMPTP inh | Tb MetRS inh | SUMO1 PPI mod |
| --- | --- | --- | --- | --- | --- | --- | --- | --- | --- | --- |
| CO[C@H]1CN(C)C(=O)c2cc(NC(=O)c3cc(C)on3)ccc2OC[C@@H](C)N(C(=O)C2CC2)C[C@H]1C | . | -6 | . | i | . | 13 | . | 0.6 | -0.4 | 5 |
| COCCNC(=O)C(c1ccc(F)cc1)N(CC1CCCO1)C(=O)CCC(=O)Nc1ccccn1 (stereo not drawn) | -14 | 17 | -4 | i | -3 | -9 | -1 | -1.7 | -0.8 | -1 |
| O=S(=O)(c1ccc(Cl)cc1)N1CCC(O)(c2cccnc2)CC1 | -7 | -7 | -2 | i | 4 | -3 | 2 | 1.5 | -1.1 | -5 |
| O=C(N1CCCC1)N1CCN(S(=O)(=O)c2ccccc2)CC1 | -9 | 7 | -2 | i | 2 | -4 | 4 | -1.4 | -0.6 | 5 |
